GALK inh: galactokinase (human) inhibition; P51570; Purified GALK, Kinase-Glo residual ATP luminescence; actives 0.007% (n = 270,000); Potency, µM (titrated, usually from 57.5 µM), inactives show top-dose activity change, negative = inhibition, actives largely listed as inhibitors; also: potency is read from the fitted curve at half-maximal effect
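GALK at 5 nM final was combined with compound, 35 uM ATP and 100 uM galactose in HEPES pH8.0 with MgCl2 and DTT. The reaction ran one hour at room temperature before luminescent ATP detection.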
Chronic BCR inh: chronic active BCR signaling inhibition | AID 493014 | actives 0.05% (n = 340,000) | Potency, µM (titrated, usually from 46.1 µM), for inactives: at the highest dose ratio change, negative = lower green/red ratio, most hits filed as inhibitors | ABC-DLBCL IkBa-CBG/CBR reporter, luminescence ratio, 4 h; active = well fitted inhibition curve with a large enough effect in the signal ratio, with a control signal flat, not every such curve was filed as active; inconclusive = small, poorly fitted or top-dose-only effect, or effect the other way, or a change in a side signal; the % refers to the signal ratio;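 also: potency is read from the fitted curve at half-maximal effect; plate controls were basal doxycycline-induced cells for no effect and cells given 10 µM MG132 for full effect; MG132 reads +100%, hits lower the ratio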
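Doxycycline induced both beetle luciferases in TMD8 lymphoma cells; IKK-driven degradation limits the IkappaBalpha-fused green signal, while red luminescence normalises for cell number and nonspecific effects. Compounds tested up to 46 uM, 4 hrs.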
uPA generation: blocks generation of uPA at the cell surface; Potency, µM (highest dose often 38.3 µM), without a hit: at the top dose activity change, negative = inhibition, actives largely listed as inhibitors; cell surface uPA generation assay, qHTS; actives 0.31% (n = 330,000); AID 540303; active = well fitted inhibition curve with a large enough effect; inconclusive = small, poorly fitted or top-dose-only effect; inactive = no such curve, though single readings can be large or run the other way; tested in mouse RAW 264.7 cells; also: potency is read from the fitted curve at half-maximal effect; nearly all actives have a fitted effect of over 55% in size
Eya2 inh: Eya2 (human) phosphatase inhibition. O00167. recombinant Eya2, OMFP fluorescence dephosphorylation (OMFP is methylfluorescein phosphate). Potency, µM (top dose mostly 76.9 µM), for inactives: at the top dose activity, negative = inhibition, actives largely listed as inhibitors. actives 0.006% (n = 330,000). AID 488837; also: potency is read from the fitted curve at half-maximal effect
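Eya2 protein (added as 0.2 uM solution) was preincubated with compound for 10 min at ambient temperature in 50 mM HEPES pH 7.5, 50 mM NaCl, 5 uM MgCl2, 0.05% BSA, 1 mM DTT. OMFP (added at 50 uM) then reacted 10 min; fluorescence read at 485/525 nm.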
KCNH2 3.1 block: KCNH2 3.1 (human) potassium channel inhibition | actives 0.95% (n = 340,000) | AID 720553 | U2OS KCNH2 3.1, thallium flux FluxOr; stronger effect = lower value | activity change, % (tested at about 1.8 µM);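 active = maximum activity change below -70%; inconclusive = maximum activity change from -70% to -50%; inactive = maximum activity change above -50%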;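 also: thallium influx rate constant from kinetic fluorescence after stimulation buffer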
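Normalized rate constant (relative to positive and negative DMSO controls) derived from a 2 min kinetic fluorescence read after stimulation; U2OS cells expressing the 3.1 isoform via virus at 1.77 x 10^8 /mL.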
hERG WT inh: KCNH2 (human, wildtype) channel inhibition. U2OS, BacMam KCNH2, thallium flux FluxOr; stronger effect = lower value. activity change, % at 1.84 µM. Q12809. actives 0.37% (n = 340,000);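 active = maximum activity change below -70%; inconclusive = maximum activity change between -70% and -50%; inactive = maximum activity change above -50%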
Target sequence (Q12809 whole entry, looked up): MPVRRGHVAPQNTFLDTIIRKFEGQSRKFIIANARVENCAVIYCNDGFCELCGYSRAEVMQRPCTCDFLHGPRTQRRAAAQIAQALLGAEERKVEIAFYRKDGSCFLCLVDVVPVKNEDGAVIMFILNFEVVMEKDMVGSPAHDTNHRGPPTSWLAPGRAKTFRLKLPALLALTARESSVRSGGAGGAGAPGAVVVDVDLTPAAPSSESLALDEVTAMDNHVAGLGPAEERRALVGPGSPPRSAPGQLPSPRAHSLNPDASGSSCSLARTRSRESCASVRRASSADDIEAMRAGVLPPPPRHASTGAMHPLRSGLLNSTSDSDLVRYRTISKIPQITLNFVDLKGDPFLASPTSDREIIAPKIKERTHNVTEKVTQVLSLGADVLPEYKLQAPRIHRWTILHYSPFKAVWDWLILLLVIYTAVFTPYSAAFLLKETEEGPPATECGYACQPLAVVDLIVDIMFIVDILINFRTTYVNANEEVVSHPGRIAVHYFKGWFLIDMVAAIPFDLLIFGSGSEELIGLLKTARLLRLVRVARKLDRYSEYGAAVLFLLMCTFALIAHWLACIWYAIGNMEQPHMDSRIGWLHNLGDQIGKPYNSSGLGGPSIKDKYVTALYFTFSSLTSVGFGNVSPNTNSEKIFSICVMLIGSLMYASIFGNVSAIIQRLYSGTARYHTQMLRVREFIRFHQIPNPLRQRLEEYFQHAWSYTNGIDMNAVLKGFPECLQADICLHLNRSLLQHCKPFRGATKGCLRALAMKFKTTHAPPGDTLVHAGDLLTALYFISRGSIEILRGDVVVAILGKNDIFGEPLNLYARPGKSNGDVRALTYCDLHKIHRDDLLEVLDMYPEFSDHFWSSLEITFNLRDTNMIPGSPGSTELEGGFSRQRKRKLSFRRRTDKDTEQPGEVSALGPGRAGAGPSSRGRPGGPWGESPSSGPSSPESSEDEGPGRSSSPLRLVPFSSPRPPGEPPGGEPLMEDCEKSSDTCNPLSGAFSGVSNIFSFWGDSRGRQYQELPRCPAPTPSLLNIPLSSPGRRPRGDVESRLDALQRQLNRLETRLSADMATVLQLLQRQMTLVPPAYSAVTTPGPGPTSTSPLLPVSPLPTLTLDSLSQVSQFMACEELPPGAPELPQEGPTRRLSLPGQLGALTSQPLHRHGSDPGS
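U2OS cells were transduced with wild-type KCNH2 virus (2.03 x 10^8 / mL) for 4 h at room temperature, then cultured overnight at 37 C. Thallium flux was read with FluxOr dye. Rate constants were normalized to DMSO controls.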
FBPA coupling cs: inhibits coupling enzyme system, counter-screen for aldolase hits | coupling enzyme system counterscreen, AmpLite Red fluorescence | AID 2472 | activity change, negative = inhibition, % at 58.2 µM, hits read low | actives 0.67% (n = 290,000); in the data active = activity change below about -30%
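Counterscreen of the coupled detection system alone, without aldolase: glyceraldehyde-3-phosphate coupling enzymes plus AmpLite Red readout. Compounds at 57.5 uM final, 10 min RT preincubation, 20 min RT reaction, fluorescence 525/598 nm.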
Giardia killer: Giardia lamblia killing; Giardia lamblia trophozoite viability; activity change, % at 7.66 µM, hits read low; actives 0.15% (n = 340,000); in the data active = activity change below about -80%; inconclusive = between about -30% and that limit;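 also: parasites exposed to compound for two days anaerobically before the ATP read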
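Anaerobic 48 hrs incubation at 37 deg C of 100 trophozoites/well with test compounds; ATPLite 1-Step luminescence, 15-30 min RT, reports cellular ATP as viability.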
PKM2 activator: PKM2 (human) enzyme activation. P14618. purified PKM2, Kinase-Glo ATP luminescence, activation; response scale: 0% is enzyme alone, no compound. Potency, µM (titrated, usually from 57.5 µM), for the others: at the top dose activation, usual class: activators. actives 0.34% (n = 260,000); also: potency is read from the fitted curve at half-maximal effect; nearly all actives have a fitted effect of over 55% in size
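ATP formation by purified human PK-M2, quantified via coupled luciferase luminescence after 1 h at room temperature with 0.1 mM ADP and 0.5 mM PEP final.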
B2AR arrestin: agonists driving beta-arrestin recruitment to human beta2-adrenergic receptor | P07550 | beta-arrestin recruitment to beta2AR, cell-based reporter | Potency, µM (series often up to 46.1 µM), for the others: at the highest dose activation, actives largely listed as activators | actives 0.02% (n = 330,000);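 also: potency is read from the fitted curve at half-maximal effect; 0% = DMSO controls and full agonism = EC100 isoproterenol or metaproterenol; nearly all actives have a fitted effect of over 65% in size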
USP2a inh: blocks human ubiquitin-specific protease USP2a; O75604; USP2 core, Ub-CHOP2 coupled fluorogenic reporter, 485/531; Potency, µM (top dose mostly 38.3 µM), for inactives: at the highest dose activity change, negative = inhibition, actives largely listed as inhibitors; actives 0.01% (n = 330,000); AID 463254;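 also: potency is read from the fitted curve at half-maximal effect; plate controls were DMSO wells for no effect and full inhibition by NEM control for full effect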
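Cell-free coupled assay: 10nM USP2 core preincubated 30min RT with compound in Tris-HCl pH 8.0/CaCl2/CHAPS buffer, then 25nM Ub-CHOP2 and 25nM reporter substrate; fluorescence (Ex 485/Em 531) read after 60min RT, normalized to NEM inhibition, concentration-response curves fitted.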
* hit, by the source's call; i = inactive; ? = inconclusive; / = no result given; [ ] = another dose, or the depositor's remark. Unless noted, calls follow the shape of the dose curve; as a rule, active = well fitted curve in the direction sought with a large enough effect; inconclusive = small, poorly fitted or top-dose-only effect, or another doubt; inactive = no such curve, though single readings can be large; an effect the other way counts as inactive or inconclusive. Unless noted, % is scaled to controls: 0 for no effect and ±100 for the full control effect. Compounds were not picked by outcome; about 2.4% have a hit in one of these screens.

SMILES | GALK inh | Chronic BCR inh | uPA generation | Eya2 inh | KCNH2 3.1 block | hERG WT inh | FBPA coupling cs | Giardia killer | PKM2 activator | B2AR arrestin | USP2a inh
CC(C)CNC(=O)c1nc(-c2ccccc2)n(-c2ccccc2)n1 | -1% | 13% | 8% | -3% | -5 | 7 | 1 | 2 | -8% | -0.5% | -5%
Nn1c(SCC(=O)NC(=O)NCc2ccco2)nnc1-c1ccc(OC(F)F)cc1 | 0% | -26% | 1% | -16% | -15 | 11 | 0 | -26 | -5% | 0.0% | 1%
O=C(NCCN1CCCCCC1)c1ccc(CS(=O)(=O)c2ccc(Br)cc2)o1 | -3% | ? | 0% | -18% | 12 | 32 | 2 | ? | -22% | 0.0% | -8%
CCOc1ccc(CCNC(=O)C2CCN(S(=O)(=O)N3CCC(C)CC3)CC2)cc1OCC | / | -1% | 6% | -9% | -3 | 17 | 6 | 20 | -5% | 0.2% | 2%
N#Cc1nn(-c2ccccc2)nc1N1CCCCC1 | 2% | ? | -9% | 0% | 7 | 4 | 4 | 18 | -5% | 0.0% | 0%
COc1ccc(S(=O)(=O)N2CCN(C(=O)Nc3ccccc3OC)CC2)cc1 | 5% | -14% | -2% | -2% | -8 | -6 | / | -4 | 3% | -0.2% | 0%
NC(=O)CC(NC(=O)Cc1cccc2ccccc12)c1ccc(NC2CCCCC2)c([N+](=O)[O-])c1 (stereo not given) | -1% | 5% | -5% | 4% | / | / | 0 | -21 | -4% | -0.5% | 5%
O=C(NCc1cccs1)Nc1ccc(Cl)cc1 | 0% | ? | -6% | -6% | -14 | -2 | 0 | -1 | 11% | -0.8% | 2%
O=C(NCCCn1ccnc1)C(=O)NCC1OCCN1S(=O)(=O)c1cc(F)ccc1F (stereo not given) | 0% | -2% | 0% | 8% | 17 | 0 | 0 | -13 | 11% | -1.1% | -6%
Cc1ccc(S(=O)(=O)NCCC(=O)N2CCCCCC2)cc1 | / | 14% | 0% | 0% | -4 | 2 | / | 11 | / | -0.2% | 1%
COc1ccc2c(C(=O)CN3CC(C)OC(C)C3)c[nH]c2c1 (stereo not given) | -2% | -10% | 12% | 24% | 0 | -8 | 0 | -23 | 5% | -0.6% | 0%
O=C(Cn1nc(-c2ccc(Cl)cc2)c2ccccc2c1=O)NCC1CCCO1 (stereo not given) | 3% | -1% | 1% | -10% | 3 | 2 | 5 | -2 | 1% | -0.7% | 3%
CC(C)CNC(=O)/C=C/C=C/CCCC/C=C/c1ccc2c(c1)OCO2 | / | -9% | 18% | 16% | -16 | -3 | / | -11 | / | -0.1% | 2%
COCC(=O)N1CCC(Oc2ccc(C(=O)NCc3cc(C)n(C)n3)cc2)CC1 | -1% | -8% | 21% | -1% | 2 | -15 | / | 18 | / | 0.0% | 2%
CC(C)CCOc1ccccc1C(N)=O | 5% | -3% | -4% | -24% | -2 | -17 | 0 | 4 | 3% | 0.1% | -4%
COc1ccc(C2/C=C\CN(S(=O)(=O)c3ccc(C)cc3)CC(=O)N2Cc2cccc(F)c2)cc1 (stereo not given) | / | ? | -15% | -11% | -9 | -6 | 2 | -2 | / | 0.2% | -1%
CC(=O)Nc1ccc(S(=O)(=O)N2CCN(Cc3cccs3)CC2)cc1 | 11% | -4% | 2% | 3% | -6 | -5 | 3 | 6 | 0% | -0.1% | -4%
O=C(c1ccc(F)cc1)N1CCC(C(=O)N2CCN(S(=O)(=O)c3cccc(Cl)c3)CC2)CC1 | / | 7% | 0% | 14% | 0 | 40 | / | 7 | / | -0.3% | 0%
Cn1ccnc1C(=O)c1cccc([N+](=O)[O-])c1 | 0% | 1% | -2% | -1% | -4 | -7 | 0 | -8 | -2% | -0.1% | -8%
O=C(CCl)Nc1c2c(nn1-c1ccccc1)CSC2 | -2% | ? | -2% | 1% | 7 | -13 | 0 | 2 | / | 0.1% | -1%

Some entries already given with just Chronic BCR inh.
SMILES	Chronic BCR inh
CC(C)CNC(=O)/C=C/C=C/CCCC/C=C/c1ccc2c(c1)OCO2	-9%
CC(C)CNC(=O)c1nc(-c2ccccc2)n(-c2ccccc2)n1	13%

Returning to the listing with the 4 entries that preceded the break.
SMILES | GALK inh | Chronic BCR inh | uPA generation | Eya2 inh | KCNH2 3.1 block | hERG WT inh | FBPA coupling cs | Giardia killer | PKM2 activator | B2AR arrestin | USP2a inh
CC(=O)Nc1ccc(S(=O)(=O)N2CCN(Cc3cccs3)CC2)cc1 | 11% | -4% | 2% | 3% | -6 | -5 | 3 | 6 | 0% | -0.1% | -4%
O=C(c1ccc(F)cc1)N1CCC(C(=O)N2CCN(S(=O)(=O)c3cccc(Cl)c3)CC2)CC1 | / | 7% | 0% | 14% | 0 | 40 | / | 7 | / | -0.3% | 0%
Cn1ccnc1C(=O)c1cccc([N+](=O)[O-])c1 | 0% | 1% | -2% | -1% | -4 | -7 | 0 | -8 | -2% | -0.1% | -8%
O=C(CCl)Nc1c2c(nn1-c1ccccc1)CSC2 | -2% | ? | -2% | 1% | 7 | -13 | 0 | 2 | / | 0.1% | -1%
Cc1ccc(S(=O)(=O)c2nc(S(C)(=O)=O)sc2N2CCN(C)CC2)cc1 | -7% | -5% | -4% | 3% | -2 | -6 | / | -4 | / | 0.1% | 1%
O=C(CCc1nnc(CCCc2ccccc2)o1)NC(C1CC1)C1CC1 | 10% | 8% | 0% | 9% | 2 | i | 5 | 2 | -1% | 0.2% | 3%
O=C(COC(=O)/C=C/c1ccc(F)cc1)NCc1ccco1 | 0% | 13% | 0% | 3% | -8 | -11 | 2 | 9 | -4% | -1.0% | 4%
O=C(NCc1ccccc1)NC1(C(=O)N2CCCC2)CCCCC1 | -1% | 0% | -5% | 0% | 10 | -3 | 3 | 0 | 1% | -0.3% | 0%
COc1ccc(C(=O)Nc2ccc3nc(C)c(C)nc3c2)cc1 | -3% | ? | -5% | 1% | 5 | 0 | -5 | -2 | / | 0.5% | 3%
O=C(CN1CCN(Cc2ccc(Cl)cc2)C1=O)NCCN1CCCC1 | / | 0% | 0% | 4% | -1 | 5 | 1 | 14 | 0% | -1.0% | 1%
CCN1CCCC1CNCc1ccc(Cl)cc1Cl (stereo not given) | 0% | ? | -5% | 2% | 2 | 59 | 0 | 8 | -10% | -0.2% | 3%
O=C(Cc1cccc(NC(=O)C2CCN(C(=O)c3ccccc3)CC2)c1)Nc1cccc(C(=O)N2CCCC2)c1 | / | -3% | 10% | 0% | -7 | 1 | / | 14 | / | -0.9% | 2%
CCOC(=O)c1cc2sc(C)cc2n1CC(=O)Nc1cccc(C)c1C | -3% | 12% | -4% | 0% | -2 | -8 | 1 | -5 | -3% | 0.5% | 2%
CCC1S/C(=C(\C#N)C(=O)NCc2ccco2)N(c2ccc(F)cc2)C1=O (stereo not given) | 5% | ? | 5% | 5% | -14 | 7 | 2 | -3 | 4% | -0.7% | -1%
O=C(O)CCC(=O)N1N=C(c2ccccc2)CC1c1ccc(Br)cc1 (stereo not given) | -4% | 9% | -4% | -4% | -5 | 0 | 2 | 37[activator] | 2%[11.5 µM] | -0.1% | -1%
O=C(Nc1cccnc1)C1COc2ccccc2O1 (stereo not given) | -6% | 17% | 1% | 5% | -3 | 1 | / | 5 | 9% | -2.1% | 2%
CC(=O)c1cn(CCOc2ccccc2C)c2ccccc12 | 5% | ? | 5.6µM* | 6% | 23 | -13 | 0 | 7 | -26% | -1.1% | 2%
C=C(C)C(=O)Oc1ccc(N2C(=O)[C@@H]3C4C=CC(C4)[C@@H]3C2=O)cc1 | 1% | ? | -11% | 0% | 32 | -1 | -3 | 2 | / | 15% | 3%
CC(=O)Nc1ccc(NC(=O)C(C)Oc2ccc(C)nc2[N+](=O)[O-])cc1 (stereo not given) | / | ? | -1% | 8% | -5 | 5 | / | -11 | / | 0.0% | 8%
COc1ccccc1OCc1nnc(SCC(=O)Nc2nnc(C3CC3)s2)n1C | -1% | ? | 2% | 8% | -7 | -7 | 1 | -19 | -11% | -0.2% | -1%
COc1ccc(CNC(=O)C2CSC(c3ccc(OC)cc3)N2C(C)=O)cc1 (stereo not given) | 2% | 0% | -3% | -18% | 14 | -8 | 6 | 6 | -3% | 0.0% | 0%

Screening data from PubChem BioAssay.
